# Screens: PubChem, National Center for Advancing Translational Sciences (NCATS)
# HTT cytoprotect = cytoprotection in Huntington HTT-Q103 PC12 cell model; PC12 HTT-Q103 induced, cytoprotection, ATP luminescence, 40 h; Potency, µM (top dose mostly 56.4 µM), for inactives: cytoprotection (ATP increase), hits mostly activators; actives 0.14% (n = 230,000);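 further: % of control where 0% means no effect; nearly all actives have a fitted effect of over 45% in size; toxic huntingtin expression switched on by the ecdysone agonist tebufenozide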
#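 Huntington model: PC12 line, ecdysone-inducible HTTQ103 exon1–GFP, tebufenozide 100 nM. Test articles in a dose series. Endpoint luminescence from cellular ATP.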
# GAA spleen mod = lysosomal alpha-glucosidase (human) modulation; actives 0.006% (n = 240,000); human spleen homogenate, 4-MU-alpha-glucoside fluorescence; Potency, µM (titrated, usually from 79.9 µM), for the others: top-dose activity change, negative = inhibition, usual class: inhibitors; AID 2112; P10253;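 further: 0% = enzyme with vehicle and -100% = no enzyme basal signal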
#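 Compounds were titrated against alpha-glucosidase in spleen homogenate at pH 5.0, with 1 mM 4-methylumbelliferyl substrate for 40 min at 37 C. Reactions were quenched with pH 10 NaOH/glycine and fluorescence measured.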
# IMPase Li inh = IMPase inhibition in cells with lithium potentiation; CHO-M1 cells, IP1 TR-FRET (IP-One), carbachol + lithium; Potency, µM (series often up to 59.4 µM), inactives show at the top dose activity, negative = IMPase inhibition, actives largely listed as inhibitors; actives 0.35% (n = 210,000); AID 1457;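 further: IP1 builds up when IMPase is blocked and the TR-FRET signal falls; plate controls were basal vehicle for no effect and high inhibitor control for full effect; nearly all actives have a fitted effect of over 50% in size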
#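 Lithium-sensitised IP1 accumulation assay; M1-expressing CHO cells treated 30 min at 37C with compound. Competitive antibody detection by time-resolved FRET followed a 10 min room-temperature lysis step.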
# GoLoco inh red = inhibitors of human Gai1-RGS12 GoLoco interaction (red fluorophore) | Gai1:RGS12 GoLoco peptide FP, rhodamine, 10 min | Potency, µM (top dose mostly 61.6 µM), for the others: at the highest dose activity, negative = inhibition, hits mostly inhibitors | actives 0.44% (n = 230,000) | AID 880; active means well fitted inhibition curve with a large enough effect, not every such curve was filed as active; inactive means no such curve, though single readings can be large or run the other way; further: on the % scale 0 is the no-effect control and ±100 the full control effect; nearly all actives have a fitted effect of over 30% in size; many of its hits are not listed in these tables
# Target sequence (P63096 whole entry, looked up): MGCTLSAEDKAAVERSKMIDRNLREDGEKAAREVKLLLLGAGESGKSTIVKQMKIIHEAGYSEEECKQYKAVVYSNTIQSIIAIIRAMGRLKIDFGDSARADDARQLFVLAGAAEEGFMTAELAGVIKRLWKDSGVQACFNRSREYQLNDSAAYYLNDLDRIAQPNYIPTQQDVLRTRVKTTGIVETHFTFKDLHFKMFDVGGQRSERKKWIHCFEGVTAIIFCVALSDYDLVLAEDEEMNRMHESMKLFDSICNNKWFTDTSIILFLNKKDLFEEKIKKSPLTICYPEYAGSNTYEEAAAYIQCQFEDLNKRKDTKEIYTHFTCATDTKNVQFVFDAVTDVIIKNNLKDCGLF
# GAA inhib = inhibitors of human lysosomal alpha-glucosidase | purified human GAA, 4-MU-alpha-glucoside fluorescence | Potency, µM (highest dose often 76.9 µM), for inactives: at the top dose activity change, negative = inhibition, usual class: inhibitors | P10253 | actives 0.005% (n = 200,000);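 further: plate controls were uninhibited enzyme wells for no effect and no-enzyme background for full effect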
#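 Human enzyme at 4 nM with 400 uM 4-methylumbelliferyl-alpha-D-pyranoside, citrate/phosphate buffer pH 5.0, 0.005% Tween-20, 20 min at room temperature. Compounds up to 77 uM. 4-MU fluorescence (Ex 365/Em 440) read after NaOH/glycine stop; AC50 from Hill fit.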
# HttQ103 aggreg = reduces HttQ103-GFP aggregates in PC12 cells; PC12 HttQ103-GFP aggregates, Acumen cytometry, 40 h; Potency, µM (series often up to 46.1 µM), for the others: at the top dose activity change, negative = inhibition, hits mostly inhibitors; actives 1.1% (n = 220,000); AID 1688; further: on the % scale 0 is the no-effect control and ±100 the full control effect; nearly all actives have a fitted effect of over 60% in size
#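 Ecdysone-promoter PC12 model expressing HTT exon 1 Q103 fused to GFP, induced by tebufenozide at 100 nM final. Compounds titrated; aggregates sized 1–25 µm scored on a 488 nm laser cytometer.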
# GAA glycogen mod = GAA glycogen-cleavage inhibition or activation | P10253 | recombinant GAA, glycogen substrate, Amplex Red glucose oxidase fluorescence | Potency, µM (titrated, usually from 76.4 µM), without a hit: top-dose activity change, negative = inhibition, actives largely listed as inhibitors | actives 0.38% (n = 300,000);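 further: 0% = full enzyme reaction and -100% = no-enzyme basal signal; the screen sought inhibitors and activators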
#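 Recombinant human alpha-glucosidase (4 nM final) hydrolysed bovine liver glycogen (30 ug) for 40 min at 37 C in pH 5.0 citrate/phosphate with 0.01% Tween-20. Released glucose detected by glucose oxidase/Amplex Red, Ex 573/Em 610 nm. Compounds up to 77 uM; AC50 from Hill fits.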
# * marks the source's active call; other numbers are inactive results; ? = inconclusive; · = not tested or not shown; [ ] = remark or other dose. Unless noted, the call rests on the fitted dose curve; in most records, active means well fitted curve in the direction sought with a large enough effect; inconclusive means small, poorly fitted or top-dose-only effect, or another doubt; inactive means no such curve, though single readings can be large; an effect the other way counts as inactive or inconclusive. Potency means the concentration at half of the fitted maximal effect.
# Codes: A = HTT cytoprotect; B = GAA spleen mod; C = IMPase Li inh; D = GoLoco inh red; E = GAA inhib; F = HttQ103 aggreg; G = GAA glycogen mod
CCOc1cc(C(=O)NCCN2C(=O)S/C(=C\c3cccnc3)C2=O)cc(OCC)c1OCC
  A: -14.1%[10 µM]	B: -0.4%	C: -1.0%	D: -2.1%	E: -5.8%	F: -7.4%	G: 2.5%

Cc1ccc(Nc2nc(CSc3nnc(-c4ccccc4)n3C)cs2)cc1
  A: -19.5%[10 µM]	B: -3.3%	C: 14.7%	D: 18.9%	E: -6.4%	F: 28.0%	G: ?

O=C(c1cccn(Cc2cccc(Cl)c2)c1=O)N1CCOCC1
  A: 19.2%	B: -10.7%	C: 4.1%[38.3 µM]	D: 5.5%	E: 9.4%	F: -6.5%	G: 8.2%

CC(=O)Nc1nc(SCc2ccc(Cl)cc2Cl)n[nH]1
  A: ?	B: 1.2%	C: -4.1%[38.3 µM]	D: -1.7%	E: -2.2%	F: ·	G: -8.2%

Cc1cc(O)c(C(C)C)cc1NC(=O)Cn1nc(C)c2ccccc2c1=O
  A: 20.3%	B: -6.6%	C: 19.3%[38.3 µM]	D: 8.1%	E: -4.5%	F: -0.1%	G: -23.2%

CCn1c(SCC(=O)Nc2nc(C)c(C)s2)nc2cccnc21
  A: 17.8%[10 µM]	B: 3.4%	C: 6.7%	D: 4.1%	E: -2.0%	F: -1.9%	G: 1.1%

CC(=O)c1ccc(NC(=O)C(C)NCc2ccccc2Cl)cc1 (stereo not drawn)
  A: -7.7%	B: 2.3%	C: -2.7%	D: -1.9%	E: -6.1%	F: 1.3%	G: 1.7%

O=C(CCn1nc(-c2ccccc2)ccc1=O)N1CCCC1
  A: 3.3%[10 µM]	B: 2.4%	C: 8.2%[38.3 µM]	D: 6.4%	E: 1.2%	F: ?	G: 0.6%

CC1=CC(=O)C=C(C)C1=NOc1ccc([N+](=O)[O-])cc1
  A: -3.7%	B: ·	C: 4.7%	D: 2.1%	E: -7.5%	F: ?	G: -5.3%

COc1ccc(Br)c(/C=N/NC(=O)COc2ccc(-c3ccccc3)cc2)c1
  A: -7.4%	B: -1.8%	C: -14.1%[38.3 µM]	D: 5.6%	E: -7.7%	F: 11.7%	G: -7.9%

CCCn1c(C(C)NC(C)=O)nc2ccccc21 (stereo not drawn)
  A: -13.2%	B: 12.4%	C: 10.0%[38.3 µM]	D: -9.0%	E: -11.2%	F: -12.3%	G: 3.7%

CC1=C(C(=O)OC2CCCCC2)C(c2ccc(C)o2)C2=C(CC(C)(C)CC2=O)N1 (stereo not drawn)
  A: -8.6%[10 µM]	B: 1.0%	C: 12.8%[38.3 µM]	D: -4.4%	E: 3.5%	F: 10.3%	G: -2.3%

Cc1ccc2c(c1)nnn2C1CCN(CC(=O)NCc2ccccc2F)CC1
  A: 11.0%[10 µM]	B: -1.8%	C: 1.4%	D: -8.2%	E: ?	F: 23.4%[9.22 µM]	G: 13.4%

CCOC(=O)c1cc(-c2cc(OC)c(OC)c(OC)c2)nc2c1c(=O)[nH]c(=O)n2Cc1ccccc1
  A: -42.1%[inhibitor]	B: 1.5%	C: -5.6%	D: 4.1%	E: 7.5%	F: ?	G: 3.2%

C=CCOC(=O)[C@H](O)[C@@H](O)C(=O)OCC=C
  A: ?	B: 2.3%	C: 4.9%	D: 3.0%	E: ·	F: ·	G: ·

CCOC(=O)CSc1cc(CSc2ccccc2)nc(-c2ccccc2)n1
  A: -3.8%[10 µM]	B: -1.2%	C: 14.6%[38.3 µM]	D: -1.5%	E: ?	F: 2.5%	G: -3.8%

CC(=O)C1=C(O)C(=O)N(c2nccs2)C1c1ccccc1F (stereo not drawn)
  A: 9.6%[10 µM]	B: 1.8%	C: ·	D: -1.5%	E: ·	F: -16.7%[9.22 µM]	G: 0.7%

COc1ccc2cc(OC)c(C(=O)N3CCOCC3)cc2c1
  A: 14.4%[10 µM]	B: -2.5%	C: 6.4%	D: 1.0%	E: -3.9%	F: 22.3%[9.22 µM]	G: -2.9%

Cc1nn(C)c(C(=O)Nc2ccc(Br)cc2F)c1Br
  A: ·	B: 0.3%	C: -6.4%	D: -6.9%	E: -4.7%	F: 2.4%	G: -0.7%

O=c1c2ccccc2nc2n1CC/C2=C/N1CCN(c2cccc(C(F)(F)F)c2)CC1
  A: -30.1%[0.074 µM]	B: 3.5%	C: ·	D: ·	E: -1.8%	F: 19.4%	G: -12.5%

Cc1c(-c2cccc(NC(=O)c3ccco3)c2)nc2ncccn12
  A: -13.7%	B: ?	C: -13.7%	D: 6.1%	E: ?	F: -13.6%	G: 3.1%

CC(C)c1nc(SCC(=O)Nc2ccc3c(c2)OCCO3)c2c(=O)n(C)c(=O)n(C)c2n1
  A: 2.3%	B: 0.9%	C: 4.2%[38.3 µM]	D: 7.0%	E: -14.4%[15.4 µM]	F: 9.3%	G: -8.3%

CC(=O)C1=C(O)C(=O)N(c2cccc(C(=O)O)c2)C1c1ccc(F)cc1 (stereo not drawn)
  A: 25.5%[10 µM]	B: -1.2%	C: ?	D: -19.3%	E: 4.6%	F: -9.7%	G: 11.2%

C#CCOCCOCCOCCNc1nc(N2CCN(C(=O)[C@H](CCC(=O)O)n3cc(C(N)CO)nn3)CC2)nc(N2CCN(C(=O)[C@H](Cc3ccc(O)cc3)n3cc(C(N)CC(C)C)nn3)CC2)n1 (stereo partly drawn)
  A: 2.4%[10 µM]	B: 5.8%	C: -2.1%	D: 3.7%	E: ·	F: 15.4%[9.22 µM]	G: -5.9%

C/C(=N\NC(=O)c1cc(-c2cccs2)nc2ccccc12)c1ccccn1
  A: -131.5%[inhibitor]	B: -8.0%	C: 6.3%	D: 3.4%	E: 1.5%	F: 0.891µM*	G: -22.0%

CCC(O)CNc1nc(-n2nc(C)cc2C)nc2sc3c(c12)CC(C)(C)OC3 (stereo not drawn)
  A: -18.5%	B: -1.7%	C: -14.0%[38.3 µM]	D: 14.6%	E: 1.6%	F: 29.1%	G: -8.1%

CC(C)c1ccccc1-n1c(SCC(=O)N2CCN(c3ccccc3)CC2)nnc1-c1cccnc1
  A: -17.6%	B: -6.9%	C: 8.3%[38.3 µM]	D: 11.6%	E: 2.0%	F: 0.0%	G: -1.4%

Cc1nnc(SCC(=O)NCC2CCCCC2)n(N)c1=O
  A: 0.0%	B: 9.3%	C: 1.6%[38.3 µM]	D: 3.3%	E: 0.0%	F: 7.4%	G: 2.6%

CCNC(=S)N1C2CCC1CC(NC(=O)Nc1ccc(C(=O)OCC)cc1)C2 (stereo not drawn)
  A: ?	B: 2.1%	C: -3.3%	D: 7.1%	E: 1.8%	F: -5.9%	G: 2.0%

CC(=O)C1=C(C)N(Cc2ccco2)C(=O)N[C@@H]1c1ccccc1
  A: -9.3%	B: -2.3%	C: 15.3%	D: 4.2%	E: ·	F: ·	G: ·

Cc1ccc(N(CC(=O)N/N=C/c2cc(C)n(-c3ccccc3C)c2C)S(C)(=O)=O)cc1
  A: -28.5%[10 µM]	B: -0.6%	C: 7.8%	D: 1.4%	E: ?	F: 15.8%	G: -3.5%

CC[N+]1(CC)CC2=Cc3c(ccc4ccccc34)C(C)C2C1 (stereo not drawn)
  A: -6.6%[10 µM]	B: 3.0%	C: ·	D: 7.3%	E: ·	F: 6.9%[9.22 µM]	G: 2.1%

CC(C)NS(=O)(=O)c1ccc2c3c(cccc13)CC2
  A: -25.6%	B: -5.2%	C: -3.2%	D: 11.5%	E: 12.1%	F: 0.0%[9.22 µM]	G: -10.2%

CN(C)CCN1C(=O)c2oc3ccccc3c(=O)c2C1c1ccc(F)cc1 (stereo not drawn)
  A: 2.1%	B: -1.6%	C: -20.4%[38.3 µM]	D: 1.4%	E: -27.0%	F: 3.1%	G: -9.8%

Cc1ccc(-c2csc(N3CCC(NS(=O)(=O)c4ccc5c(c4)OCCO5)CC3)n2)cc1
  A: ?	B: -9.2%	C: 3.4%[38.3 µM]	D: 5.2%	E: -24.4%	F: 6.31µM*	G: -3.0%

O=C1CC(N2CCC(O)(c3ccc(Cl)cc3)CC2)C(=O)N1Cc1ccc(N2CCCC2=O)cc1 (stereo not drawn)
  A: -7.1%	B: 2.7%	C: 24.7%[38.3 µM]	D: 11.9%	E: -4.5%	F: -28.3%	G: -13.7%

CC12CC3CC(C)(C1)CC(C(=O)NCc1ccco1)(C3)C2
  A: 0.9%	B: -0.8%	C: 12.6%	D: -1.3%	E: 4.2%	F: 6.7%	G: 8.0%

Cc1ccc(-n2cc(C(=O)c3cc(Cl)ccc3O)cc(C#N)c2=O)cc1
  A: 18.7%[10 µM]	B: 0.1%	C: 9.9%	D: 14.2%	E: -9.2%	F: 12.6µM*	G: -0.9%

CCN(CC)CCN(C(=O)C1=COCCO1)c1nc2cc3c(cc2s1)OCO3
  A: -16.7%	B: -7.4%	C: 4.7%	D: 3.9%	E: -1.3%	F: -6.0%	G: -6.9%

CCOC(=O)c1c(C)[nH]c(C(=O)CN2C(=O)NC(C)(c3ccc(C)cc3)C2=O)c1C (stereo not drawn)
  A: -34.3%	B: 1.2%	C: 6.3%[38.3 µM]	D: 103.7%[activator]	E: -4.9%	F: ?	G: -24.8%

Cc1c(Br)c([N+](=O)[O-])nn1C(C)C(=O)Nc1c(C)n(C)n(-c2ccccc2)c1=O (stereo not drawn)
  A: 11.6%	B: -1.0%	C: 7.8%[38.3 µM]	D: 1.9%	E: -4.5%	F: -0.1%	G: 0.8%

Cc1cc(C(=O)Nc2ccc3c(c2)OCCO3)c2ccccc2n1
  A: -6.4%	B: -3.3%	C: -0.8%	D: 2.2%	E: 0.9%	F: -4.5%	G: 3.1%

CCOC(=O)C1CCCN(CCC(=O)Nc2cccc(F)c2)C1 (stereo not drawn)
  A: -4.3%	B: -2.8%	C: 12.6%[38.3 µM]	D: -6.2%	E: -5.5%	F: 9.6%	G: 0.2%

CCCCCCn1c(CN2CCN(Cc3ccccc3)CC2)nc2c1c(=O)n(C)c(=O)n2C
  A: -23.7%[0.074 µM]	B: -10.4%	C: 17.9%	D: 16.2%	E: -2.7%	F: -2.0%	G: 3.1%

# Only part of the results is shown; rates above refer to the full screens.
